Assay outcomes (PubChem)
STAT3 act: STAT3 signaling activation | U3A cells, IL-6 STAT3-luciferase reporter, luminescence; 100% = signal with IL-6 EC80 alone | activation (% of control), % at 5.6 µM | actives 0.91% (n = 190,000) | AID 871;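 active = activation above the screen-wide mean of compound activation plus 3 SD, cut at about 130% in these data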;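 note: 0% = background luminescence of wells with medium and substrate only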
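Test system: Human STAT1-deficient U3A cells with stable STAT3-luciferase reporter | Also added: Interleukin-6, 33 ng/mL | Timing: Compound pre-incubation 1 h before IL-6, then 6 h stimulation at 37 °C | Technique: Luciferase reporter luminescence | Read-out: Percent of IL-6-only median luminescence | Benchmarks: IL-6-only wells as 100% reference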
PPARg SRC-1 ag: promotes SRC-1 coactivator recruitment by human PPARgamma. P37231. PPARgamma-SRC-1 coactivator recruitment biochemical assay. activation, % at 8 µM. actives 0.41% (n = 200,000). AID 631; in the data active = activation above about 19%;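 note: 0% = DMSO and 100% = reference agonist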
PPARg SRC2 recr: promotes SRC-2 coactivator recruitment by human PPARgamma; P37231; PPARgamma LBD-SRC-2 recruitment, biochemical; activation, % at 8 µM; actives 0.34% (n = 200,000); in the data active = activation above about 22%;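 note: 0% = vehicle and 100% = reference agonist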
RAM network inh: blocks the yeast RAM network; S. cerevisiae dse1pr::URA3 reporter, 5-FOA growth OD615, 2 d; analog-sensitive cbk1-as2 kinase mutant strain; inhibition, % at 50 µM; actives 1.8% (n = 190,000); AID 868;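 active = inhibition above a set limit, 3 SD over mean compound inhibition, cut at about 8.4% in these data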;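 note: 0% = DMSO-only wells with no growth and 100% = 10 µM 1-NA-PP1 full growth; inhibition rescues growth on 5-FOA so higher OD means more RAM inhibition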
PPARg SRC-3 ag: promotes SRC-3 coactivator recruitment by human PPARgamma; P37231; biochemical PPARgamma/SRC-3 coactivator recruitment assay; actives 0.26% (n = 200,000); activation, % at 8 µM; in the data active = activation above about 23%;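 note: 0% = DMSO and 100% = reference agonist; some compounds past the cut are filed as inactive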
TLR4 MyD88 comp: inhibitors of human TLR4-MyD88 binding; O00206+Q99836; HeLa CL3-4 TLR4/MyD88 BLA complementation, FRET ratio; inhibition, % at 8.4 µM; actives 0.18% (n = 200,000); in the data active = inhibition above about 25%;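 note: 0% = vehicle and 100% = reference inhibitor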
ROMK mod: modulates human ROMK potassium channel activity. B-score at 10 µM. P48048. Tet-inducible ROMK, thallium flux fluorescence; actives lie on both sides. actives 2% (n = 130,000);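 active = signal ratio slope over the read window, or its plate-corrected B-score, at least 3 SD from the plate mean, either direction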;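 note: B-score of the F/F0 ratio slope over 7 to 12 s after thallium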
Target sequence (P48048 whole entry, looked up): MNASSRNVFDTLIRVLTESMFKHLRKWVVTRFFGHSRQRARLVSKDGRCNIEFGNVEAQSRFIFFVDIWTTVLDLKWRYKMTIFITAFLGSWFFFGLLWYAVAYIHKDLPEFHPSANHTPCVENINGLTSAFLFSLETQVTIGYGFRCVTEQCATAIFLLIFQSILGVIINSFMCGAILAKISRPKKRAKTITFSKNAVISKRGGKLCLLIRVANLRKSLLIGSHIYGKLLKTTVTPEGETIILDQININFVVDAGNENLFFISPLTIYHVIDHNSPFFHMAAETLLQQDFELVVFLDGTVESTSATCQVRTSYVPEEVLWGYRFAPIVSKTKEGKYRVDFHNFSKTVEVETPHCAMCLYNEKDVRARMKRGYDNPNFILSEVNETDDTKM
STAT3 blocker: inhibitors of IL-6 induced STAT3 signaling; actives 0.89% (n = 190,000); U3A cells, IL-6 STAT3-luciferase reporter, luminescence; host cell line lacks STAT1; inhibition, % at 5.5 µM;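 active = inhibition above the mean inhibition across all screened compounds plus 3 SD, cut at about 44% in these data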;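 note: 0% = DMSO only wells and 100% = 100 µM nifuroxazide control wells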
S1P3 antag: antagonists of human S1P3 receptor; Q99500; CHO S1P3 NFAT-BLA reporter, FRET fluorescence, antagonist mode; inhibition, % at 4.98 µM; actives 0.27% (n = 170,000); AID 485;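 active = inhibition above the plate cutoff, the mean inhibition of test wells on that plate plus 3 SD, cut at about 28% in these data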;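 note: cells challenged with S1P at its EC80 of 0.8 µM; blue over green emission ratio from cleaved BLA substrate after 4 h stimulation; 0% = S1P-stimulated wells and 100% = unstimulated DMSO-only wells; some compounds past the cut are filed as inactive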
Target sequence (Q99500 whole entry, looked up): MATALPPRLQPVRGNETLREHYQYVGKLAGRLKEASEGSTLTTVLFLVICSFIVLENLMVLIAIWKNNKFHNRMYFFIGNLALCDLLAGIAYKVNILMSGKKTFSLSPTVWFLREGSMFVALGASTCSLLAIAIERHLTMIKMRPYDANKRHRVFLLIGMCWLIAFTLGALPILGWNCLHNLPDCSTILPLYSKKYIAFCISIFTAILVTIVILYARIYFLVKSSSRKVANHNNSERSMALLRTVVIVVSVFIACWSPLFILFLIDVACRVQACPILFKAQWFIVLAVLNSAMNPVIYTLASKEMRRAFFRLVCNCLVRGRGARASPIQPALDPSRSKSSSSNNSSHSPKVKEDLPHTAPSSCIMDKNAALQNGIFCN
STAT1 blocker: reduces IFN-gamma driven STAT1 reporter signal. NIH 3T3 STAT1-luciferase reporter, luminescence. inhibition, % at 5.5 µM. actives 0.35% (n = 200,000). AID 920;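 active = inhibition above a set limit, the mean inhibition across all tested compounds plus 3 SD, cut at about 34% in these data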;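 note: 0% = IFN-gamma with DMSO and 100% = IFN-gamma with 300 µM nifuroxazide; values of inactives mirror those of a sister screen read the other way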
TR-FRET SRC-2 ct: TR-FRET artefact, counter-screen to PPARgamma/SRC-2 agonist assay; active compounds read high; TR-FRET ratio at 8 µM; actives 0.4% (n = 200,000); AID 1049; in the data active = TR-FRET ratio above about 2000; note: inactives centre near 1500
Starred values were filed as active, the others as inactive; · = not tested or not shown.

SMILES	STAT3 act	PPARg SRC-1 ag	PPARg SRC2 recr	RAM network inh	PPARg SRC-3 ag	TLR4 MyD88 comp	ROMK mod	STAT3 blocker	S1P3 antag	STAT1 blocker	TR-FRET SRC-2 ct
Cc1cccn2c(=O)c(C=Nc3ccccc3)c(NCCO)nc12	88.6	2.3	-0.3	0.8	10.7	-16.3	1.18	15.5	11.5	7.4	1713
COc1ccc(/C=C/C(=O)N[C@@H](C)C(=O)O)cc1	102.1	-4.9	-4.0	1.9	1.3	-1.3	0.634	-1.2	-12.1	-7.1	1464
O=C(CCCCCN1C(=O)CCC1=O)Nc1ncn[nH]1	99.5	3.6	1.4	2.2	-3.8	3.4	·	0.2	-7.4	-2.2	1508
CCOC(=O)C(CC)n1cnc2c(cnn2-c2ccc(Cl)cc2)c1=O (stereo not drawn)	91.5	3.0	-2.4	-0.7	-5.1	-1.9	·	15.8	-17.2	1.3	1521
Cn1c(SCC(=O)N2CCN(S(=O)(=O)c3ccccc3)CC2)nc2ccccc21	111.3	1.6	-0.7	0.4	-16.4	7.1	·	-11.1	·	-10.4	1443
O=C(c1cn(CC(=O)N2CCCC2)c2ccccc12)C1CCCCC1	93.1	8.4	10.3	-0.6	8.6	-10.2	·	10.6	14.7	8.2	1691
COc1ccc(C(=O)CSc2ccc(-c3ccco3)nn2)cc1	101.2	1.5	10.5	2.3	2.1	-7.9	0.146	-2.9	-6.6	-1.4	1499
CC(C)OCCCNc1nc2c([nH]1)c(=O)n(C)c(=O)n2C	90.7	2.2	5.4	-0.5	2.5	22.9	·	17.2	-15.4	10.6	1539
O=C(OCc1nc(-c2ccccc2)oc1COC(=O)c1ccco1)c1ccco1	88.2	7.3	6.4	3.1	18.9	8.5	-0.584	21.1	-4.3	3.9	1673
CC(=O)c1cc2c(C)cc(=O)oc2cc1O	91.0	-2.4	1.5	1.7	-1.9	-2.4	1.73	15.8	·	6.1	1385
Cc1cc(C)c2c(c1)cc(C)c1nnc(SCC(=O)N3CCCc4ccccc43)n12	102.3	2.1	-2.0	0.6	-1.5	-7.8	·	-4.2	-42.5	-10.1	1412
Cc1cc(N)n(-c2ccc(C)c(C)c2)n1	109.3	0.8	2.3	0.5	-6.1	-2.1	0.221	1.8	1.6	-18.4	1648
COc1ccc(Oc2ccc(/C=C/C(=O)c3cccc(OC)c3)cc2[N+](=O)[O-])cc1	102.3	-0.1	1.0	11.4*	-1.6	-6.5	0.113	1.1	-4.6	-3.2	1601
CC(C)OC(=O)c1ccc(Cn2nnc3ccccc3c2=O)cc1	104.9	-1.9	3.0	0.5	-2.7	1.2	-0.845	-6.0	·	-0.6	1511
Cc1cc(C(=O)N/N=C/c2ccc3c(c2)OCO3)c(C)o1	98.8	-10.7	2.4	-0.8	2.2	0.0	-0.0594	4.8	-8.2	-16.1	1493
Cc1ccc2cccc(OCCOCCOc3ccccc3Br)c2n1	103.1	-9.6	-6.1	-1.2	-7.0	3.6	·	-1.2	-7.5	1.9	1608
CC(C)N(Cc1ccccc1)C(=S)Nc1ccc(OC(F)F)cc1	107.2	-4.1	6.7	-0.5	-4.3	-10.1	1.23	-11.7	-8.8	7.1	1619
C=CCOC(=O)C1=C[C@H](C2CCCCC2)[C@@H](CCCO)[C@H](OCC)O1	·	-3.2	2.5	1.3	-4.8	-3.5	·	·	-12.0	4.5	1302
CCCCCc1c(O)c2ccccc2[nH]c1=O	99.0	-9.8	-9.5	0.8	-5.8	2.6	0.159	4.6	-9.5	1.0	1388
Cc1ccc(O)c(C(=O)/C=C/c2ccc3c(c2)OCCCO3)c1	103.0	-5.9	-3.0	12.2*	-1.0	22.1	·	-2.8	9.9	-7.7	1370
CCCn1c(SCC(=O)NCCc2ccc(Cl)cc2Cl)n[nH]c1=O	98.8	-2.9	1.2	1.9	-5.7	-0.3	·	11.1	-3.2	7.7	1550
COc1cc(/C=N/Nc2ccc3ccccc3c2)ccc1OC(=O)c1ccco1	115.4	-3.0	3.7	1.0	-0.6	-2.8	·	-23.7	4.2	5.1	1362
Cc1ccc(N2NC(C)(c3cccs3)NC2=S)cc1 (stereo not drawn)	93.5	0.5	-1.6	-1.0	0.3	-3.6	-0.0713	7.1	7.0	-20.3	1671
Cc1ccc(C2=NCN(c3ccc(C(=O)O)cc3)C(=S)N2)cc1	106.1	-4.7	-2.3	4.6	-2.8	-14.3	0.916	-4.7	4.3	-37.2	1627
COc1ccc(CCN2CC34C=CC(O3)C(C(=O)NCc3ccccc3)C4C2=O)cc1OC (stereo not drawn)	95.5	-6.5	-3.4	-0.1	-4.7	-1.9	0.21	8.4	·	-5.6	1426

More records follow.
SMILES	STAT3 act	PPARg SRC-1 ag	PPARg SRC2 recr	RAM network inh	PPARg SRC-3 ag	TLR4 MyD88 comp	ROMK mod	STAT3 blocker	S1P3 antag	STAT1 blocker	TR-FRET SRC-2 ct
Nc1ccc2nc(-c3ccc(N)c(Cl)c3)[nH]c2c1	72.1	17.2	14.9	3.4	8.2	-0.2	·	34.7	·	-49.2	1810
Cc1cccc(NC(=O)c2ccc(NCC3CCCO3)c([N+](=O)[O-])c2)n1 (stereo not drawn)	94.0	5.5	4.1	3.5	-0.1	12.7	1.57	11.8	1.8	-24.4	1601
CCOC(=O)c1c(NC(N)=O)nc2n1CCC2	99.1	-2.9	3.4	0.8	-1.7	-0.6	1.49	7.4	9.8	4.9	1570
Cc1cc(C)c(OCC(=O)Nc2ccccn2)c([N+](=O)[O-])c1	92.8	5.9	4.3	0.8	-2.3	3.2	0.0656	9.9	-5.4	2.6	1530
Cc1nn(CCCC(=O)Nc2cc(Oc3ccccc3)cc([N+](=O)[O-])c2)c(C)c1[N+](=O)[O-]	103.3	-2.7	6.5	6.4	1.6	17.6	·	-4.4	16.9	-10.0	1717
CCC1CCC(NC2CCCCNC2=O)CC1 (stereo not drawn)	103.2	0.9	-0.4	-0.1	20.1	3.0	·	0.1	32.0	0.3	1681
Cc1ccc(CNC(=O)c2ccc(CN3CCOCC3)cc2)cc1	99.7	7.5	5.7	2.9	6.6	12.7	0.167	7.7	·	-1.8	1477
CC(NC(=O)CSc1nnc(-c2cccnc2)n1N)c1ccccc1 (stereo not drawn)	87.2	-4.7	-3.4	2.4	5.5	-18.4	-0.125	22.7	-6.9	5.2	1528
CC(/C=N/N1CCN(c2ccccc2)CC1)=C\c1ccccc1	99.1	1.4	6.2	2.1	0.5	13.6	·	5.9	·	-2.0	1490
CC1=CC(=Nc2c(C)n(C)n(-c3ccccc3)c2=O)C=C(C)C1=O	105.1	-0.6	-11.0	1.2	1.6	6.2	·	-6.4	-16.6	9.8	1544
Cc1c(NC(=O)OC(C)C)sc(=S)n1C	93.0	-1.2	2.3	-0.5	-5.1	-1.8	·	9.5	·	0.6	1534
CC(C)N(C(=O)Cn1c(-c2ccccc2Cl)nc2ccccc21)c1ccccc1	88.5	0.5	-3.7	0.1	4.8	-6.9	-0.529	16.6	-0.2	5.2	1553
CCSC1=N/C(=C\c2ccc(-c3ccccc3[N+](=O)[O-])o2)C(=O)S1	108.3	2.4	5.5	14.2*	1.8	6.1	·	1.9	·	-3.3	1595
COc1cc(/C=N/N=C2/NC(=O)C(Cc3ccccc3)S2)ccc1O (stereo not drawn)	109.2	-1.9	-12.1	3.4	-1.9	1.7	-0.494	-8.8	-16.4	-10.0	1423
C=CCn1c(SC(CCO)C(=O)NCc2ccco2)nc2sc3c(c2c1=O)CCC3 (stereo not drawn)	94.4	-0.3	-3.8	2.3	6.5	10.3	·	8.9	·	2.6	1698
CCC(C)c1ccc(NC(=S)NCc2ccccn2)cc1 (stereo not drawn)	94.9	-0.1	2.2	1.8	1.3	-13.1	-8.09e-05	14.6	6.6	-5.8	1526
CC(=O)Cn1ncc(N2CCCCC2)c(Cl)c1=O	110.1	6.1	3.5	-0.4	1.1	-2.2	1.83	-10.7	-17.9	-13.1	1442
CC(C)Oc1ccc(C(=O)NNC(=O)c2ccccc2C(=O)O)cc1	104.9	3.0	5.1	-0.6	-0.3	-3.5	0.0765	-7.3	-5.4	-8.2	1538
Cc1ccc(OCn2c(=O)sc3ccccc32)cc1	93.6	3.3	12.9	1.7	-7.4	-6.4	-0.5	9.0	-1.2	-20.7	1678
Oc1ccccc1CN1CCC(C(O)(c2ccccc2)c2ccccc2)CC1	112.4	-2.1	9.9	-0.7	0.2	-13.8	-1.05	-18.3	-4.7	6.5	1442
O=C(N/N=C/c1ccc2c(c1)OCO2)c1ccc(Br)o1	111.2	5.2	-3.5	0.6	0.9	-3.8	·	-19.0	1.1	-46.5	1610
CCOC(=O)c1ccc(NC(=O)c2ccc(NS(C)(=O)=O)cc2)cc1	94.9	-3.2	9.9	1.2	6.7	-12.6	0.0284	10.3	-19.9	4.0	1535
O=C1c2ccccc2NC2(CCCC2)N1O	105.2	1.3	1.8	1.6	2.9	3.2	1.25	1.7	·	2.9	1411
O=C(NCC1CCCO1)c1cn(-c2ccccc2)nc1-c1ccccc1 (stereo not drawn)	·	-2.1	-1.8	0.6	2.9	-7.4	·	·	-5.0	-7.4	1412
CCOC(=O)N1CCN(c2ncnc3c2[nH]c2ccc(OC)cc23)CC1	91.1	-0.4	-2.2	2.8	12.2	17.6	-1.44	17.4	·	53.2*	1695
CCOC(=O)N/N=C(\C)c1ccc(Br)cc1	95.9	-2.8	1.9	1.2	3.8	-4.2	·	6.5	·	-16.8	1546
Cc1nn(CC(=O)c2cccc(Cl)c2)c(C)c1[N+](=O)[O-]	101.1	1.5	6.7	0.4	-3.3	15.1	-0.0322	4.6	3.6	-17.1	1444

Three compounds picked at random from the list so far, as already listed:
SMILES	STAT3 act	PPARg SRC-1 ag	PPARg SRC2 recr	RAM network inh	PPARg SRC-3 ag	TLR4 MyD88 comp	ROMK mod	STAT3 blocker	S1P3 antag	STAT1 blocker	TR-FRET SRC-2 ct
Cc1nn(CCCC(=O)Nc2cc(Oc3ccccc3)cc([N+](=O)[O-])c2)c(C)c1[N+](=O)[O-]	103.3	-2.7	6.5	6.4	1.6	17.6	·	-4.4	16.9	-10.0	1717
CC(NC(=O)CSc1nnc(-c2cccnc2)n1N)c1ccccc1 (stereo not drawn)	87.2	-4.7	-3.4	2.4	5.5	-18.4	-0.125	22.7	-6.9	5.2	1528
CCOC(=O)N1CCN(c2ncnc3c2[nH]c2ccc(OC)cc23)CC1	91.1	-0.4	-2.2	2.8	12.2	17.6	-1.44	17.4	·	53.2*	1695
